pPAFAH FP inh: pPAFAH enzyme inhibitors, primary screen, biochemical, fluorescence polarization, human. Platelet-activating factor acetylhydrolase (Homo sapiens), Q13093. recombinant pPAFAH, FP-rhodamine probe fluorescence polarization. inhibition, % at 3.39 µM. 330,000 tested, 1.5% active. AID 463082, 2010;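 active = inhibition above the mean inhibition across the screen plus 3 SD, cut at about 25% in these data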;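 also: inhibitors block binding of the rhodamine activity-based probe so polarization drops; 0% = enzyme with DMSO and 100% = wells lacking pPAFAH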
PAFAH1B2 FP inh: PAFAH1B2 enzyme inhibitors, primary screen, biochemical, fluorescence polarization, human; inhibition, % at 3.39 µM; 340,000 tested, 1.2% active; AID 492953, 2010; recombinant PAFAH1B2, FP-rhodamine activity probe; Platelet-activating factor acetylhydrolase IB subunit alpha2 (Homo sapiens), P68402;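 active = inhibition above the mean of all tested compounds plus 3 SD, cut at about 24% in these data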;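 also: 0% = enzyme with DMSO and 100% = wells lacking PAFAH1B2; many of its hits are not listed in these tables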
Target sequence (P68402 whole entry, looked up): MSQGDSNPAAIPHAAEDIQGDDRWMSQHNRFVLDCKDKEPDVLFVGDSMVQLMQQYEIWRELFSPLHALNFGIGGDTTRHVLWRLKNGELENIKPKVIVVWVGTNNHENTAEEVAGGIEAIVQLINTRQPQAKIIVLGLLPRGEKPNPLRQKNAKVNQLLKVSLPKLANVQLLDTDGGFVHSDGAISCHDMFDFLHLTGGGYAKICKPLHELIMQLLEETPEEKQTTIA
GSTO1 counter: inhibitors of recombinant GSTO1, primary screen, counter-screen for RBBP9 inhibitor project, biochemical, fluorescence polarization; activity-based probe fluorescence polarization; inhibition, % at 5.96 µM; 300,000 tested, 1.1% active; AID 1974, 2009;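 active = inhibition above the campaign mean inhibition plus 3 SD, cut at about 35% in these data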;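 also: 0% = GSTO1-1 with DMSO and 100% = wells lacking GSTO1-1 enzyme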
LYPLA1 counter: LYPLA1 inhibitors, primary screen, counter-screen for PME1 inhibitor project, biochemical, fluorescence polarization, FP-Rh probe ABPP; 320,000 tested, 0.16% active; recombinant LYPLA1; inhibition, % at 5.9 µM; Acyl-protein thioesterase 1 (Homo sapiens), O75608;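 active = inhibition above the mean of all tested compounds plus 3 SD, set per campaign, cut at about 14% in these data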;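 also: inhibitors block serine hydrolase probe labeling of LYPLA1 so polarization falls; 0% = enzyme with DMSO and 100% = wells lacking LYPLA1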
PAFAH1B3 inh: PAFAH1B3 enzyme inhibitors, primary screen, biochemical, fluorescence polarization, human; recombinant PAFAH1B3, FP-rhodamine probe; AID 492972, 2010; Platelet-activating factor acetylhydrolase IB subunit alpha1 (Homo sapiens), Q15102; 340,000 tested, 0.28% active; inhibition, % at 3.39 µM;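 active = inhibition above the screen-wide average of all tested compounds plus 3 SD, cut at about 25% in these data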;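 also: 0% = enzyme with DMSO only and 100% = wells lacking PAFAH1B3 protein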
PAFAH2 FP inh: PAFAH2 enzyme inhibitors, primary screen, biochemical, fluorescence polarization, human. recombinant PAFAH2, FP-rhodamine activity probe. inhibition, % at 3.39 µM. 340,000 tested, 0.99% active. AID 492956, 2010;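 active = inhibition above the mean over all tested compounds plus 3 SD, cut at about 30% in these data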;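 also: inhibitors block probe labeling of enzyme so polarization drops; 0% = enzyme with DMSO and 100% = wells lacking PAFAH2 protein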
PME-1 inh: PME-1 inhibitors via competitive probe labeling, primary screen, biochemical, fluorescence polarization, FP-Rh probe, HTS | recombinant PME-1 | inhibition, % at 5.9 µM | 320,000 tested, 0.53% active | Protein phosphatase methylesterase 1 (Homo sapiens), Q9Y570;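 active = inhibition above the campaign mean of all compounds plus 3 SD, cut at about 26% in these data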;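 also: competitive labeling of PME-1 active site by serine hydrolase directed probe; 0% = PME-1 with DMSO and 100% = wells lacking PME-1 enzyme; inhibitors block probe labeling so polarization falls and inhibition rises; many of its hits are not listed in these tables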
PAD4 inh: human PAD4 inhibitors, primary screen, biochemical, fluorescence polarization, 1536-well format; recombinant PAD4, RCA probe fluorescence polarization; inhibition, % at 6.36 µM; 330,000 tested, 0.41% active; AID 485272, 2010;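 active = percent inhibition above a cutoff equal to the mean of all tested compounds plus 3 SD, cut at about 15% in these data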;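 also: 0% = PAD4 with RCA probe and DMSO and 100% = probe without PAD4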
Target sequence (Q9UM07 whole entry, looked up): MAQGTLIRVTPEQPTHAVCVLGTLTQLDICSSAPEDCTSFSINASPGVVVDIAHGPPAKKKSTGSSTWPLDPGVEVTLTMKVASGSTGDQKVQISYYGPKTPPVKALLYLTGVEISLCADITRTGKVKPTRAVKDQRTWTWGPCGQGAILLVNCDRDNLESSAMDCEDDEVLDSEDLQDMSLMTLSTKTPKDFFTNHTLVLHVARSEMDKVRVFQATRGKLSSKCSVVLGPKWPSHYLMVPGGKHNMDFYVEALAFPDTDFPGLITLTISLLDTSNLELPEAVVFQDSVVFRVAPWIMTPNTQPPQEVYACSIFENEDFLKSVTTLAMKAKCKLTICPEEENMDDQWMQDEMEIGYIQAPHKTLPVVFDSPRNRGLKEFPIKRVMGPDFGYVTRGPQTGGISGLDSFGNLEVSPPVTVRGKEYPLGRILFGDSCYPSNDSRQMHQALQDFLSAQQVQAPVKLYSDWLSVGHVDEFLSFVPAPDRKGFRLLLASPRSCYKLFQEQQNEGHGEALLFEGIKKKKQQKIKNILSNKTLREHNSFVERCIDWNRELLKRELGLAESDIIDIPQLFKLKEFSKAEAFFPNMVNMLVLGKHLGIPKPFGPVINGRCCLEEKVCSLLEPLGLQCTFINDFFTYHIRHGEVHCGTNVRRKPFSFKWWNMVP
Fam108B counter: mouse Fam108B serine hydrolase inhibitors, primary screen, counter-screen for RBBP9 inhibitor project, biochemical, fluorescence polarization; inhibition, % at 9.51 µM; recombinant Fam108B, FP-Rh probe fluorescence polarization; 300,000 tested, 0.33% active;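 active = inhibition above the screen mean inhibition plus 3 SD, computed separately per campaign, cut at about 18% in these data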;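 also: inhibitors lower polarization as less probe binds the enzyme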
Starred values were filed as active, the others as inactive; . = not tested or not shown. Only part of the results is shown; rates above refer to the full screens.

#	Molecule	pPAFAH FP inh	PAFAH1B2 FP inh	GSTO1 counter	LYPLA1 counter	PAFAH1B3 inh
1	O=C(CSCCOc1ccccc1)NCc1ccncc1	6	9	1	-1	15
2	Cc1cc2nc3n(c2cc1C)CC1CC(C(=O)NCCC(C)C)N(C)C31 (stereo not drawn)	4	3	-6	0	7
3	CC(C)(C)NC(=O)NC(=O)COC(=O)c1c(F)cccc1Cl	1	0	24	0	-2
4	N#CCCNc1ccc(OCCC#N)cc1	-2	-6	3	-1	-3
5	CC(c1ccc(F)cc1)n1cc(C(=O)NCc2ccccn2)nn1 (stereo not drawn)	-3	5	-5	-2	8
6	Cc1nn2c(-c3ccc(S(=O)(=O)N4CCN(CCO)CC4)o3)nnc2c2ccccc12	1	7	-2	7	5
7	CC(C)CCN(CC(=O)NC(C)(C)C)C(=O)C(=O)Nc1ccc2c(c1)OCCO2	1	3	11	3	10
8	COc1ccc(CNC(=O)CN(Cc2ccco2)C(=O)CNS(=O)(=O)c2ccccc2)cc1	9	1	-2	-5	16
9	CCOC(=O)c1c(NC(=O)C2C3CCC(O3)C2C(=O)O)sc2c1CCC(CC)C2 (stereo not drawn)	6	6	1	1	8
10	O=c1cc(C(F)(F)F)nc(SC/C=C/c2ccccc2)[nH]1	13	1	-14	-1	5
11	COCCNC(=O)C(c1ccc(Cl)cc1)N(Cc1ccco1)C(=O)CCC(=O)Nc1ccccn1 (stereo not drawn)	9	2	0	-3	5
12	O=C(COC(=O)Cc1ccsc1)Nc1ccccc1	27*	-3	0	-3	12
13	CCN(CC)c1ccc2c(C)c(CO)c(=O)oc2c1	2	3	5	-1	11
14	COC(=O)CCCCC(=O)C1C(=O)CC(C)(C)C(C(=O)OC)C1=O (stereo not drawn)	5	1	-5	-2	0
15	COCCOC(=O)/C(=C\c1cc(C(C)(C)C)c(O)c(C(C)(C)C)c1)C(C)=O	3	-1	6	1	-1

#	PAFAH2 FP inh	PME-1 inh	PAD4 inh	Fam108B counter
1	-2	-3	0	0
2	-3	-3	-6	6
3	13	1	-5	-4
4	-2	-3	0	-6
5	4	-2	-2	4
6	11	1	-2	6
7	4	-4	-4	1
8	0	5	1	0
9	7	-4	-5	6
10	-2	3	3	-8
11	3	1	-6	6
12	15	1	-2	2
13	6	3	-1	8
14	3	0	-1	2
15	-6	0	-2	0

Next results
#	Molecule	pPAFAH FP inh	PAFAH1B2 FP inh	GSTO1 counter	LYPLA1 counter	PAFAH1B3 inh
16	Cc1cnc(C(=O)OCC(=O)Nc2ccc(C)c(S(=O)(=O)N(C)C)c2)cn1	-3	-1	-4	-4	8
17	CCSc1nnc(NC(=O)C2CCCN(S(=O)(=O)c3cnc[nH]3)C2)s1 (stereo not drawn)	3	1	1	3	1
18	CCCn1c(N2CCN(C(=O)Nc3ccc(Cl)cc3)CC2)nc2ccccc21	3	5	-1	-1	-1
19	Cn1c(SC/C=C/c2ccccc2)nnc1-c1ccco1	-1	7	0	-1	1
20	COc1ccc(CN2CCc3ccccc3C2)cc1Br	4	-6	-1	-2	5
21	O=C1C(Cl)=C(N2CCOCC2)C(=O)N1c1cccc(C(F)(F)F)c1	-5	2	-15	-1	-3
22	CC1CCN(S(=O)(=O)c2ccc(C(=O)N3CCN(c4ccccc4F)CC3)cc2)CC1	-2	11	5	-3	4
23	C=CCn1c(SCC(=O)c2cc(C)n(C)c2C)nnc1-c1ccncc1	1	0	14	-1	1
24	O=C(NCc1cccs1)C1CCC(CNS(=O)(=O)c2ccccc2)CC1 (stereo not drawn)	7	0	-2	6	5
25	O=C(Nc1nc2c(F)cccc2s1)c1ccco1	3	7	-6	0	7
26	Cc1ccc(CN2C(=O)CCC2C(=O)NCCN(CC(C)C)CC(C)C)cc1 (stereo not drawn)	-1	3	5	1	-1
27	COc1cccc(CNc2nc3nc(C)c(Cl)c(C)n3n2)c1	-2	0	6	-4	4
28	Cc1ccc(C)c(NC(=O)c2ccc(N(C)S(C)(=O)=O)cc2)c1	0	2	6	1	0
29	Cc1ccc(CN(C)C(=O)c2cccc(S(=O)(=O)N3CCc4ccccc4C3)c2)o1	0	1	.	-3	1
30	COc1cc([N+](=O)[O-])ccc1NC(=O)C1CCCN(S(C)(=O)=O)C1 (stereo not drawn)	1	-2	.	4	5

#	PAFAH2 FP inh	PME-1 inh	PAD4 inh	Fam108B counter
16	5	-3	-5	-2
17	4	-4	0	1
18	0	-2	-3	0
19	5	-3	-3	2
20	-5	-1	3	-1
21	5	-11	8	3
22	15	-1	5	3
23	4	-3	-4	4
24	-6	2	-6	-2
25	6	-1	0	-2
26	0	2	-7	0
27	0	-2	-3	-3
28	-10	-10	-4	0
29	-6	-1	-4	.
30	6	1	0	.

In another format: entries from further up
[10] O=c1cc(C(F)(F)F)nc(SC/C=C/c2ccccc2)[nH]1
[11] COCCNC(=O)C(c1ccc(Cl)cc1)N(Cc1ccco1)C(=O)CCC(=O)Nc1ccccn1 (stereo not drawn)
[12] O=C(COC(=O)Cc1ccsc1)Nc1ccccc1
[13] CCN(CC)c1ccc2c(C)c(CO)c(=O)oc2c1
[14] COC(=O)CCCCC(=O)C1C(=O)CC(C)(C)C(C(=O)OC)C1=O (stereo not drawn)
[15] COCCOC(=O)/C(=C\c1cc(C(C)(C)C)c(O)c(C(C)(C)C)c1)C(C)=O
Compound | 10 | 11 | 12 | 13 | 14 | 15
pPAFAH FP inh | 13 | 9 | 27* | 2 | 5 | 3
PAFAH1B2 FP inh | 1 | 2 | -3 | 3 | 1 | -1
GSTO1 counter | -14 | 0 | 0 | 5 | -5 | 6
LYPLA1 counter | -1 | -3 | -3 | -1 | -2 | 1
PAFAH1B3 inh | 5 | 5 | 12 | 11 | 0 | -1
PAFAH2 FP inh | -2 | 3 | 15 | 6 | 3 | -6
PME-1 inh | 3 | 1 | 1 | 3 | 0 | 0
PAD4 inh | 3 | -6 | -2 | -1 | -1 | -2
Fam108B counter | -8 | 6 | 2 | 8 | 2 | 0

Later entries.
#	Molecule	pPAFAH FP inh	PAFAH1B2 FP inh	GSTO1 counter	LYPLA1 counter	PAFAH1B3 inh
31	Cc1ccc(S(=O)(=O)n2nccc2-c2c(-c3ccccc3)noc2C)cc1	5	.	3	0	.
32	O=C(Nc1ccccn1)C(NS(=O)(=O)c1cccc2nsnc12)c1ccccc1 (stereo not drawn)	4	7	-1	2	4
33	Cc1ccccc1C(=O)Nc1ccc(N2CCN(C)CC2)nc1	5	3	1	1	-4
34	Cc1nn(C2CCS(=O)(=O)C2)c(C)c1CN(C)C(=O)c1ccc(S(=O)(=O)N(C)C)cc1 (stereo not drawn)	-2	6	.	.	7
35	Cc1cc(C)c(NC(=O)NC(=O)c2ccc(F)cc2)c(C)n1	0	-2	4	4	4
36	CCO[C@@H]1OC(C(=O)O)=C[C@H](C2CC2)[C@H]1CCCO	7	2	4	2	1
37	OC12CC3C[C@H](C1)C(N1CCOCC1)[C@@H](C3)C2 (stereo partly drawn)	4	0	-4	0	9
38	c1ccc(OCc2nc(-c3cccs3)no2)cc1	-1	5	1	0	6
39	COc1cc(Br)cc(/C=N/c2ncn[nH]2)c1O	1	0	6	1	12
40	CCOC(=O)N1CCC(NC(=O)CCc2c(C)nc3c(c(C)nn3C(C)(C)C)c2C)CC1	-1	8	3	-1	5
41	COC(=O)c1ccc(N2C(=O)CC(Sc3n[nH]c(C)n3)C2=O)cc1 (stereo not drawn)	3	-8	2	-2	12
42	Cc1nnc(SCC(=O)O)s1	4	1	8	0	-6
43	CCOC(=O)c1sc(NC(=O)c2cc3ccccc3o2)nc1C	3	4	-4	-4	4
44	CCOc1ccc2c(c1)n(CO)c(=S)n2CO	-2	1	1	4	10
45	CCN(C(=O)Cn1cnc2c(nc3n2CCCCC3)c1=O)c1cccc(Cl)c1	3	5	1	2	6

#	PAFAH2 FP inh	PME-1 inh	PAD4 inh	Fam108B counter
31	.	-1	-2	1
32	-5	3	-2	1
33	2	2	1	1
34	9	.	5	.
35	0	-6	-3	1
36	-6	2	-5	3
37	-7	-3	-2	5
38	-3	2	0	6
39	4	1	-2	1
40	-8	3	-5	3
41	-9	-9	4	2
42	0	-2	-4	0
43	-3	-6	-3	1
44	5	-5	4	3
45	-1	11	0	9

(more compounds)
#	Molecule	pPAFAH FP inh	PAFAH1B2 FP inh	GSTO1 counter	LYPLA1 counter	PAFAH1B3 inh
46	O=C(CC(Sc1n[nH]c(-c2ccccc2)n1)c1ccccc1)NCc1ccccc1 (stereo not drawn)	4	-1	4	0	10
47	Cc1ccc(CN(C(=O)c2ccc(Cl)c([N+](=O)[O-])c2)C2CCS(=O)(=O)C2)o1 (stereo not drawn)	6	-3	-10	0	3
48	CCOc1ccc(NC(=O)CC2Nc3ccccc3NC2=O)cc1 (stereo not drawn)	4	0	-5	0	4
49	Cc1csc(Sc2ccc([N+](=O)[O-])cc2C(=O)OCC(=O)NC(=O)NC(C)(C)C)n1	3	2	11	1	3
50	COc1ccc(/C=C(/NC(=O)c2ccccc2)C(=O)N/N=C/c2cccs2)cc1OC	2	0	3	3	3
51	O=S1(=O)N=C(N2CCCc3ccccc32)c2ccccc21	-5	2	8	3	2
52	Cc1ccc(-n2c(SCC(=O)Nc3ncc(Cl)cc3Cl)nc3ccccc32)cc1	12	0	-1	-3	-1
53	Cc1noc(/C=C/c2nn(C)cc2Cl)c1[N+](=O)[O-]	-1	2	16	-4	11
54	O=C(CCn1c(=O)oc2ccccc21)Nc1ccccc1	4	-4	2	3	13
55	Cc1ccc(SCC(=O)Nc2cccc(C)c2)cc1	4	29*	12	-6	11
56	CCC(CC)c1nnc(NC(=O)c2nc3nc(C)cc(C)n3n2)s1	0	-2	3	1	-5
57	Cc1ccc(S(=O)(=O)Nc2cccc(C(=O)NCc3cccnc3)c2)cc1F	3	-2	12	0	6
58	Nc1nc2nc(-c3ccccc3)cc(C(F)(F)F)c2s1	4	0	-2	-2	-1
59	COc1ccc(-c2oc3ccccc3c2C(=O)OCc2ccc([N+](=O)[O-])cc2)cc1	1	-2	3	1	19

#	PAFAH2 FP inh	PME-1 inh	PAD4 inh	Fam108B counter
46	-5	-5	3	-1
47	-5	-5	0	-1
48	7	5	-1	-2
49	9	-2	-3	0
50	-3	-3	-2	1
51	3	-2	-1	-8
52	-4	-4	-2	-2
53	3	1	6	-5
54	12	2	-1	3
55	-1	-1	-4	-2
56	1	2	2	7
57	1	-1	1	0
58	0	-3	-4	-4
59	1	6	-1	-1
